Compound activity from PubChem BioAssay.
KCNQ2 inh: KCNQ2 potassium channel inhibitors, primary screen, cell-based, CHO-K1, FluxOR thallium flux, B-score (AID 2156); O88943; 310,000 compounds, 1.1% hits; 20 min; hits give low values; B-score at 10 µM;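 active = fluorescence ratio B-score at most minus 3 library SDs, with starting brightness B-score within 2 library SDs, cut at about -5.5 in these data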
Target sequence (O88943 whole entry, looked up): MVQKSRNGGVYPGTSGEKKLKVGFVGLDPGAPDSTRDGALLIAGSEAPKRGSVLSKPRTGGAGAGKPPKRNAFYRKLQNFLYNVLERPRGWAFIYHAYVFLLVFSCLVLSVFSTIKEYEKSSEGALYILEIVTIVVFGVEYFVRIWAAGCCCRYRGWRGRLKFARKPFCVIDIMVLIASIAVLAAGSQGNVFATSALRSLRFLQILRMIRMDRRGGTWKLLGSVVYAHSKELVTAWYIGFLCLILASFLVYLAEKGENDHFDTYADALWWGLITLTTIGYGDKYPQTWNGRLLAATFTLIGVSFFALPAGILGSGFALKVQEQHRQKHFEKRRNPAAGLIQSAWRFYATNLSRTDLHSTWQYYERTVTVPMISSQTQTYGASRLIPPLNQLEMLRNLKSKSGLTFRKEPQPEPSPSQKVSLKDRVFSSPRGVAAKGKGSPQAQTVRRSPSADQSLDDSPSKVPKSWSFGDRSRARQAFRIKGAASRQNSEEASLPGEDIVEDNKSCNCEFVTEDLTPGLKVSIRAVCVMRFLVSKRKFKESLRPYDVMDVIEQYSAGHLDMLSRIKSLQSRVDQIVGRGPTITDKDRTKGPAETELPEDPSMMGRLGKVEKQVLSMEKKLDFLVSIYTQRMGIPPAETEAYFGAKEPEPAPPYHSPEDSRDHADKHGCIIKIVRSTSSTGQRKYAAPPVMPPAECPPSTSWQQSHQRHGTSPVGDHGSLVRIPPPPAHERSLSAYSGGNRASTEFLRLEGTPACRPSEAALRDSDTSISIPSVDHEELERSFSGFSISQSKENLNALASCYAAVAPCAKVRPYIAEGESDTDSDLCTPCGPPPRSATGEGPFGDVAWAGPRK
Kir21 inh: Kir2.1 (mouse) channel inhibition; B-score at 10 µM; HEK293-Kir2.1, FluxOR thallium flux fluorescence; hits give low values; AID 1672; 310,000 compounds, 0.85% hits;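 active = fluorescence ratio B-score at or below minus 3 SD of library scores, with starting-brightness B-score within 2 SD, cut at about -4.2 in these data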;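 also: channel flux triggered by added potassium and thallium sulfate stimulus; B-score of peak minus minimum fluorescence over baseline after thallium stimulus; more negative B-score means stronger Kir2.1 block with less thallium influx; some compounds called inactive have numbers as strong as hits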
STK33 inh: inhibitors of human STK33 kinase; Q9BYT3; purified STK33, MBP phosphorylation, ADP-Glo luminescence; inhibition, % at 10 µM; 320,000 compounds, 0.073% hits; AID 2661;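 active = inhibition at or above 25%, using the most active replicate where run in duplicate; inactive = inhibition below 25%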
* = called active by the depositor; i = inactive; · = no result given; & = joins results of further samples.

Results follow in this order: KCNQ2 inh	Kir21 inh	STK33 inh
- CCN(CC)S(=O)(=O)c1ccc(C2CNC(=O)C2)cc1 (stereo not given)
→ i	1.5	-1.1
- Cc1ccc(N2C(=O)c3ccccc3C2=O)cc1C
→ i	-0.3	-0.1
- Cn1c(NNC(=O)c2c(F)cccc2F)cc(=O)n(C)c1=O
→ i	-0.04	-2.2
- Cc1c(C(=O)C(=O)NCC2CCCO2)c2ccccc2n1C (stereo not given)
→ i	-0.45	-0.5
- Cc1ccccc1C(=O)Nc1sc(C)c(C)c1C(=O)c1ccccc1
→ -9.6*	-2.4	-1.1
- C=CCNC(=S)N1CCN(Cc2ccccc2)CC1
→ i	-0.15	1.3
- Cc1sc(NC(=O)Cc2ccc3c(c2)OCO3)nc1-c1ccc2c(c1)CCN2C(=O)c1ccc(F)cc1
→ i	-0.92	-0.5
- COc1ccc(S(=O)(=O)Nc2cccc(-c3ccc4nncn4n3)c2)cc1
→ i	0.17	-0.5
- COc1cc(O)c(CC=C(C)C)c(O)c1C(=O)CCc1ccc(O)cc1
→ i	1.6	-0.4
- CC(C)CC(NC(=O)C(NC(=O)C1OC2OC(C)(C)OC2C2OC(C)(C)OC12)C(C)C)C(=O)O (stereo not given)
→ i	-0.92	-1.1
- Cc1ccc(C)c(C(=O)CN2C(=O)NC3(CCCCCCC3)C2=O)c1
→ i	1.9	-1.6
- COc1cc2[nH]c(=S)nc(NCCC(C)C)c2cc1OC
→ i	0.04	0.1
- CN(C)S(=O)(=O)c1cccc(N=C2SCCN2Cc2ccccc2)c1
→ i	1.5	-1.2
- O=C(O)C1CCN(C(=O)c2ccco2)CC1
→ i	-1.8	0.0
- OC(CNCC(c1ccco1)N1CCCCC1)c1ccccc1 (stereo not given)
→ i	-2.7	0.1
- O=C(c1ccco1)N1CCN(c2ccccc2F)CC1
→ i	0.15	-1.3
- COCC1CCN(C(=O)C2CCC(=O)N(Cc3ccc(Cl)cc3)C2)CC1 (stereo not given)
→ i	0.51	0.6
- O=C(c1ccc(S(=O)(=O)N2CCCCC2)cc1)N1CCCC(C(F)(F)F)C1 (stereo not given)
→ i	-1.6	-1.0
- Cn1c(=O)c2c(nc(CN3CCN(Cc4ccccc4)CC3)n2Cc2ccc(F)cc2)n(C)c1=O
→ i	0.81	-0.7
- O=C(Cn1[nH]c(=O)c2ccccc2c1=O)OCC(=O)c1ccc(F)cc1
→ i	0.2	-0.1
- O=C(COC(=O)c1cnc(Cl)c(Cl)c1)NCc1cccs1
→ i	0	-1.1
- COC(=O)c1ccc(C23CC4(C2)[C@H](CN(Cc2cccnc2)[C@@H]4c2ccccc2)C3c2ccc(Cl)nc2)cc1 (stereo not given in full)
→ i	0.54	-0.9
- CC(C)(C)C(=O)Nc1cc(NC(=O)C(C)(C)C)cc(C(=O)NNC(=O)c2ccncc2)c1
→ i	-0.2	-1.3
- COc1cc(NC(=O)CCC2CCCC2)cc(-n2cnnn2)c1
→ i	-1	-0.4
- CCSc1ccc(C(=O)Nc2ccc(Br)cn2)cc1[N+](=O)[O-]
→ i	-0.17	-1.6
- O=C1c2ccccc2C(=O)N1OCc1ccc(Cl)cc1
→ i	1.1	-0.9
- Cc1cc(C)c(S(=O)(=O)NCc2cccs2)cc1C
→ i	-2.1	-1.2
- Oc1ccc(-c2nnc(SCC3CCCCC3)o2)cc1
→ i	-2	-1.3
- O=C(O)c1ccc(NS(=O)(=O)c2ccc3c(c2)OCCO3)cc1
→ i	-1.5	-0.2
- Cc1cc(NC(=O)CSc2ncc(CO)n2Cc2ccc(F)cc2)no1
→ i	0.04	-1.2
- O=C(/C=C/c1ccc(Cl)cc1)N1CCN(c2ccccc2[N+](=O)[O-])CC1
→ i	0.88	-4.9
- O=C(Nc1ccon1)c1ccc(S(=O)(=O)N2CCCCCC2)cc1
→ i	0.89	-1.3
- CNC(=O)/C(C#N)=C/c1c(N2CCCCCC2)nc2ccccn2c1=O
→ i	-0.7	0.1
- Cc1ccc(OCC(=O)N(C)CCc2ccccn2)cc1
→ i	-0.27	-1.7
- COc1ccc(-n2c(C)cc(C=O)c2C)cc1Cl
→ i	-2.2	-0.7
- O=c1[nH]c(=S)[nH]c2c1C(c1cc([N+](=O)[O-])c(N3CCOCC3)cc1N1CCOCC1)O2 (stereo not given)
→ i	0.01	0.2
- Fc1ccc(CNC(=S)NCc2cccc(Cl)c2)cc1
→ i	-4.4*	1.4
- N#CC(C(=O)Nc1ccc(Cl)cc1)=C1Nc2ccccc2N1
→ i	-1.5	1.6
- Cc1ccc[n+](-c2nc3ccccc3nc2C(=C=[N-])C#N)c1
→ i	1.4&0.18	-1.2&-0.7
- CC1COC(C)(CC(=O)NN2C(=O)c3ccccc3C2=O)O1 (stereo not given)
→ i	0.79	-1.9
- Cc1ccc(NC(=O)Cc2ccc3c(c2)CCCC3)cc1C
→ i	0.51	-1.1
- O=C(Nn1cnc2ccccc2c1=O)c1ccc([N+](=O)[O-])cc1
→ i	-0.48	1.2
- COc1ccc(NC(=O)CN(C)C(=O)c2c(-c3c(F)cccc3Cl)noc2C)cc1
→ i	0.39	-0.1
- C/C(=N\NC(=O)c1nnn(-c2nonc2N)c1-c1ccccc1)c1ccco1
→ i	-0.18	-1.0
- Cc1cc(C)n2cc(CSc3nc4ccccc4s3)nc2n1
→ i	-1.1	·
- Cc1cc(C(=O)N/N=C/c2cccc([N+](=O)[O-])c2)c(C)o1
→ i	0.19	-2.1
- COc1ccccc1CN1C(=O)CN(C2CCCCCC2)C(=O)C1c1ccc(F)cc1 (stereo not given)
→ -6.1*	0.03	-0.9
- C=CCNC(=S)NNC(=O)c1ccncc1
→ i	0.04	-1.2
- Cc1c(C(=O)N2CCC(C(N)=O)CC2)oc2ccc(Br)cc12
→ i	0.42	0.6
- CC1CCCCN1C(=O)c1ccccc1OC1CCN(S(C)(=O)=O)CC1 (stereo not given)
→ i	0.28	-1.0

(continued)
Results follow in this order: KCNQ2 inh	Kir21 inh	STK33 inh
- Cc1cccc(C)c1NC(=O)CN(C)C(=O)c1ccc(-c2cccc(C(F)(F)F)c2)o1
→ i	-0.14	-0.4
- CCC(C)Sc1nc2ccccc2c(=O)[nH]1 (stereo not given)
→ i	-0.33	0.4
- Cc1csc(NC(=O)Nc2cccc(Cl)c2)n1
→ i	1.1	0.2
- O=C(c1cc(F)ccc1F)C1CCCN(C(=O)CCc2cnccn2)C1 (stereo not given)
→ i	-1.5	-1.0
- COC/C=C/C1=CC2=CC(=O)C(C)(OC(=O)c3cccs3)C(=O)C2=CO1 (stereo not given)
→ i	-0.96	0.1
- COc1ccc(S(=O)(=O)N(CC(=O)NCc2cccnc2)c2ccc(F)cc2)cc1OC
→ i	1.1	-2.6
- COc1cccc(NC(=O)CN(C)C(=O)CNC(=O)c2ccc3ccccc3c2)c1
→ i	0.03	-0.1
- O=S(=O)(NCC1CCCO1)c1ccc(Br)cc1 (stereo not given)
→ i	0.03	0.0
- O=C(Cn1c(=O)sc2ccccc21)OC(CCl)CCl
→ i	0.7	-1.3
- COc1ccc(-c2cn3cccc(C)c3n2)cc1Br
→ i	1.2	-0.5
- COc1cccc(S(=O)(=O)NCc2ccc(C(=O)N3CCN(c4ccccc4)CC3)cc2)c1
→ i	-0.73	-1.9
- COc1ccc(OC)c(-c2nc(CN3CCN(C(=O)c4ccco4)CC3)c(C)o2)c1
→ i	1.7	0.9
- COc1ccc(NC(=O)C(=O)NCCN2CCN(C(=O)c3ccc(C(C)(C)C)cc3)CC2)cc1
→ i	0.65	-1.7
- COc1ccc(NC(=O)c2cc3ccc(O)cc3o/c2=N\O)cc1
→ i	0.55	0.5
- O=C(O)c1nnn(-c2ccc([N+](=O)[O-])cc2)c1-c1ccccc1
→ i	1.3	0.4
- CC1(C)CCN2CCC(C)(C)c3c(O)ccc1c32
→ i	-2.5	0.7
- Cc1ccccc1NC(=O)CCc1c(C)nn(-c2ccc(N3CCCCC3)nn2)c1C
→ i	0.81	3.4
- COc1ccccc1NC(=O)c1ccc(-c2nn(C)c(=O)c3ccccc23)cc1
→ i	0.16	-1.8
- COc1ccc(CN2CCN(C(=O)CCC(=O)Nc3nnc(C4CCCCC4)s3)CC2)cc1F
→ i	0.51	-0.3
- Cc1cnc(CN(C)C(=O)C2CCC(=O)N(CCc3ccccc3)C2)[nH]1 (stereo not given)
→ i	0.43	0.5
- Cc1cccc(NC(=O)C2CCCN(S(=O)(=O)c3cccc4nonc34)C2)c1 (stereo not given)
→ i	0.22	-0.1
- COC(=O)c1ccc(C(C(=O)NCc2ccccc2)N(Cc2cccs2)C(=O)c2cnccn2)cc1 (stereo not given)
→ i	-1.9	-3.2
- COc1ccc(C(=O)NCCCNC(=O)c2cccnc2)cc1OC
→ i	-0.6	-1.8
- CCCCNC(=O)C(=O)N/N=C/c1ccc(OCc2ccccc2)cc1
→ i	-0.01	-2.2
- CC(C)c1ccc(NC(=O)c2ccc(NS(C)(=O)=O)cc2)cc1
→ i	-2.9	-0.3
- N#CC(C#N)=C(N)CSc1cccc[n+]1[O-]
→ i	0.65	-0.6
- O=C1c2ccccc2-c2nccnc21
→ i	-0.04	-0.1
- CC1=C(C(=O)OCC2CCCO2)C(c2ccc(C)cc2)C2=C(CCCC2=O)N1 (stereo not given)
→ i	2.2	-1.2
- COC(=O)c1ccccc1NC(=S)NC(=O)COc1ccc(C(C)C)cc1
→ i	-0.51	-1.4
- O=C(NCCSc1ccccc1)c1ccccc1F
→ i	0.75	-0.9
- O=S(=O)(NCc1cccs1)c1ccc(Br)cc1
→ i	-1.3	-0.5
- COc1ccc(CCNC(=S)Nc2ccc(OC)cc2)cc1
→ i	-1.6	-0.7
- COc1ccc2cc(C(=O)N3CCN(c4cccc(C)c4C)CC3)[nH]c2c1
→ -6.2*	-0.01	0.8
- CN(Cc1ccccc1)Cc1nc2c(c(=O)n(C)c(=O)n2C)n1CCCc1ccccc1
→ i	-2.7	-1.1
- CC(O)CSc1nc2c(c(=O)[nH]c(=O)n2C)n1Cc1ccccc1 (stereo not given)
→ i	-2.1	-1.6
- COC(=O)c1cccc(C23CC4(C2)[C@H](CN(Cc2ccc(C(F)(F)F)cc2)[C@@H]4c2ccccc2)C3c2ccccc2)c1 (stereo not given in full)
→ i	0.05	-0.4
- Cn1c(SCc2nc3ccccc3[nH]2)nnc1-c1ccccn1
→ i	0.03	-2.2
- CCc1ccc(-n2nc3cc(C)c(N)cc3n2)cc1
→ i	-1.8	-1.8
- O=c1nc2c(-c3cccc(Br)c3)n[nH]n2c2ccccc12
→ i	-0.05	0.1
- CCC(=O)Nc1ccc(S(=O)(=O)Nc2c(C)nc3nc[nH]n3c2=O)cc1
→ i	-0.04	-1.3

Profiles, quoted from the list:
COc1ccc(-n2c(C)cc(C=O)c2C)cc1Cl is entered as KCNQ2 inh: i; Kir21 inh: -2.2; STK33 inh: -0.7
Cn1c(=O)c2c(nc(CN3CCN(Cc4ccccc4)CC3)n2Cc2ccc(F)cc2)n(C)c1=O is entered as KCNQ2 inh: i; Kir21 inh: 0.81; STK33 inh: -0.7

Additional results.
Results follow in this order: KCNQ2 inh	Kir21 inh	STK33 inh
- Cc1ccccc1OCCn1c(=O)oc2ccccc21
→ i	0.38	-0.5
- COc1ccc(Cl)cc1NC(=O)CN(C)C(=O)c1ccc(COc2ccccc2)cc1
→ i	0.59	-1.5
- O=C(NCCc1nnc2ccc(NCc3ccccc3Cl)nn12)c1ccccc1
→ i	0.1	-0.2
- C=CCN1C(=O)C(Cc2ccc(F)cc2)S/C1=N/N=C/c1cccs1 (stereo not given)
→ i	1.9	-0.2
- COC(=O)c1cn(NC(=O)Cn2nc([N+](=O)[O-])c(Cl)c2C)c(=O)c2ccccc12
→ i	-0.19	-1.2
- Cc1ccnc(SCC(=O)c2cccc([N+](=O)[O-])c2)n1
→ i	0.56	-0.4
- O=C(O)CSCC(=O)NCc1ccc(Cl)cc1Cl
→ i	0.65	-0.2
- Cc1cccc(OCC(=O)Nc2ccc(S(=O)(=O)Nc3ccccn3)cc2)c1
→ i	-0.13	-1.5
- CC(C)(C)c1ccc(OC(=O)c2ccc3nsnc3c2)cc1
→ i	-1	0.9
- CCN(CC)CCNC(=O)c1ccc(NC(=O)c2ccc(F)cc2)cc1
→ i	1.6	3.3
- Cn1c(SCC(=O)O)nc2sc3c(c2c1=O)CCC3
→ i	-0.73	4.4
- CCOC(=O)CSc1cc(CS(=O)c2ccc(Cl)cc2)nc(-c2ccccc2)n1 (stereo not given)
→ i	0.57	-0.1
- CCN(CC)C(=O)CSc1nc2cc(OC)c(OC)cc2c(=O)n1Cc1ccc(Cl)cc1
→ i	0.07	0.1
- CCCCN1C(=O)/C(=c2\sc3nc(=O)c(-c4ccccc4)nn3c2=O)c2ccccc21
→ i	-1.5	-4.7
- Cc1ccc(SCC2CNc3nc4ccccc4c(=O)n32)c(C)c1 (stereo not given)
→ i	-0.83	·
- CCN(CC(=O)NCc1cccs1)S(=O)(=O)c1cccc(C(C)=O)c1
→ i	1.6	-0.5
- COc1ccc(-c2c(S(=O)(=O)c3ccccc3)cnn2-c2ccccc2)cc1
→ i	-1.4	0.9
- CCN(CCn1cccn1)C(=O)c1cc(COc2ccc(F)c(F)c2)on1
→ i	0.14	-0.9
- CCCCN(C(C)=O)c1c(N)n(CCC)c(=O)n(CC(=O)Nc2cc(Cl)cc(Cl)c2)c1=O
→ i	-0.04	-0.7

Part of the list above in order of count of non-hydrogen atoms, highest first:
Results follow in this order: KCNQ2 inh	Kir21 inh	STK33 inh
- CCCCN1C(=O)/C(=c2\sc3nc(=O)c(-c4ccccc4)nn3c2=O)c2ccccc21
→ i	-1.5	-4.7
- CCOC(=O)CSc1cc(CS(=O)c2ccc(Cl)cc2)nc(-c2ccccc2)n1 (stereo not given)
→ i	0.57	-0.1
- Cc1ccc(SCC2CNc3nc4ccccc4c(=O)n32)c(C)c1 (stereo not given)
→ i	-0.83	·
